# Yp Topo-I inh – inhibitors of Yersinia pestis topoisomerase I | Y. pestis Topo-I cleavage product accumulation, plate reader | 360,000 compounds, 0.064% hits | activity, % at 10 µM; in the data active = activity above about 50%, passing the limit was not always enough; inconclusive = no clear call, values can overlap the other calls; also: inactives centre near 2
# PfHsp40 yeast – restores yeast growth despite PfHsp40 toxicity. growth rescue, % at 12.5 µM. 340,000 compounds, 0.68% hits. S. cerevisiae expressing PfHsp40, growth rescue, ATP luminescence; in the data active = growth rescue above about 28%, passing the limit was not always enough; inconclusive = no clear call, values can overlap the other calls;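 also: yeast W303a lacking pdr1 and pdr3 grown in galactose medium; growth measured after three days at 30 °C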
# TcdB GH inh – TcdB glycohydrolase inhibition | P18177 | inhibition, % at 9.99 µM | 350,000 compounds, 0.24% hits | TcdB glycohydrolase enzymatic assay, plate reader; in the data active = inhibition above about 10%
# BoNT-A LC inh2 – inhibitors of Botulinum neurotoxin A light chain protease; multiplex microsphere protease substrate cleavage, flow cytometry; inhibition, % at 10 µM; 360,000 compounds, 0.17% hits; AID 588499; also: plate controls were buffer without enzyme for full effect and enzyme alone for no effect
# 3CLpro inhibitor – SARS-CoV 3CLpro protease inhibition | P0C6X7 | 290,000 compounds, 0.14% hits | inhibition, % at 6 µM | recombinant SARS-CoV 3CLpro, quenched FRET peptide cleavage; in the data active = inhibition above about 12%
# SSB-PriA inh – blocks PriA binding to SSB C-terminal tail. AlphaScreen SSBct-PriA binding, biotinylated peptide. inhibition, % at 33 µM. 430,000 compounds, 0.6% hits. AID 1272365; in the data active = inhibition mostly above about 37%, no sharp cut-off; inactive = mostly below about 20%;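 also: plate controls were negative control peptide for no effect and reference peptide for full effect; strong numbers were not always called active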
# Vc quorum ag – quorum light induction in luxS cqsA deficient V. cholerae | V. cholerae BH1578 lux reporter, luminescence, 6 h | activation, % at 18.7 µM | 350,000 compounds, 0.16% hits; in the data active = activation mostly above about 9.7%, no sharp cut-off; inconclusive = no clear call, values can overlap the other calls; inactive = mostly below about 3.7%; also: not every result past the cut was called active; inactives centre near 0; reference of the scale not given here
# PrPC TRFRET – reduces human prion protein on the cell surface; cell surface PrPC, TR-FRET read-out; 370,000 compounds, 0.43% hits; inhibition, % at 13.8 µM; P04156; AID 720596; in the data active = inhibition above about 24%; also: 0% = median of the test wells and 100% = reference compound wells
# Anthrax LF inh2 – inhibitors of Bacillus anthracis lethal factor protease; P15917; multiplex microsphere protease cleavage assay, LF; inhibition, % at 10 µM; 360,000 compounds, 0.12% hits; AID 588501; also: plate controls were buffer without enzyme for full effect and enzyme alone for no effect
# Target sequence (P15917 whole entry, looked up): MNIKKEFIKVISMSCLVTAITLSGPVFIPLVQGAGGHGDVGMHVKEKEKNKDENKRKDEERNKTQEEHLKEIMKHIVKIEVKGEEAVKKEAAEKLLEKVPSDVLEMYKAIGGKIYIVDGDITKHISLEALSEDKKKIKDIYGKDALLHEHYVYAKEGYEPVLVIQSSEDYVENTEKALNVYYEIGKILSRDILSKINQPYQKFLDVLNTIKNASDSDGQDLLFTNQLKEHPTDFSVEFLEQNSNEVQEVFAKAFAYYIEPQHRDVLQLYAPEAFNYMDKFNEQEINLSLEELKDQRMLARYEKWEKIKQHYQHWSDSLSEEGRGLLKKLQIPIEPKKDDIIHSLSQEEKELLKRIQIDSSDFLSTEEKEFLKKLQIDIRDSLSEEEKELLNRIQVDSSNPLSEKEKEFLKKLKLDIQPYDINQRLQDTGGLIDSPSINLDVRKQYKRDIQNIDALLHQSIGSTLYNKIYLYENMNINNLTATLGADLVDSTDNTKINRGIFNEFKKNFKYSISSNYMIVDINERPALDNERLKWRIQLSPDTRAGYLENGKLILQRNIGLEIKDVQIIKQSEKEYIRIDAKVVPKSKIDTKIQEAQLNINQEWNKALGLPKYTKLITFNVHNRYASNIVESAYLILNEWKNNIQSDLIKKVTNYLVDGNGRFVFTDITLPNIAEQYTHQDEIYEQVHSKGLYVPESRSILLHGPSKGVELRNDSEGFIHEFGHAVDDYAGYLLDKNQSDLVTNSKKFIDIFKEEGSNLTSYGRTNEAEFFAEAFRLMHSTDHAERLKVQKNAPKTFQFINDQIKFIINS
# Active calls of the source: *; i = inactive; u = inconclusive; x = not tested or not shown; & = joins results of further samples. Rule as the data show it, unless noted: active = inhibition above about 30%; inconclusive = no clear call, values can overlap the other calls; inactive = below that.
# Below each SMILES – Yp Topo-I inh, PfHsp40 yeast, TcdB GH inh, BoNT-A LC inh2, 3CLpro inhibitor, SSB-PriA inh, Vc quorum ag, PrPC TRFRET, Anthrax LF inh2
> CC(C)N1CCC2(CC1)N=C(c1ccc3c(c1)OCO3)CC(c1cc(Cl)ccc1O)N2 (stereo not drawn)
  -17, 1.2, x, 0.8, 1, 7, -0.9, -21, -1
> Cc1ccc(C)c(NC(=O)COC(=O)Cc2ccsc2)c1
  6, -2.3, 1.3, 0.0, -2, -7, -0.4, -2, -2
> CC(=O)Nc1ccc(NC(=O)CN(C)S(=O)(=O)c2ccc3nc(C)sc3c2)cc1
  1, -0.8, -0.2, -0.6, -1, 7, i, -2, 1
> Clc1ccc(CN2CCC(c3ccccc3)CC2)cc1
  11, 0.5, 0.9, 0.1, 2, -16, i, 5, 0
> CN(CC(=O)NCCC1=CCCCC1)S(=O)(=O)c1ccc2c(c1)CCC(=O)N2
  4, -0.2, 1.0, 0.1, -2, -7, -0.1, 0, 0
> COc1ccc(S(=O)(=O)NN(C)C)cc1N(C)S(=O)(=O)c1ccc(Cl)cc1
  2, -0.3, -11, 0.1, -7, 2, -0.5, -3, 0
> CC12CCC(C(=O)Nc3nc4ccccc4s3)(OC1=O)C2(C)C (stereo not drawn)
  3, 0.8, -0.2, -0.5, 4, -7, -0.4, 6, -12
> O=C(CCC(=O)c1ccc(Cl)cc1)OCC(=O)c1ccccc1
  -11, 1.1, x, 1.3, -2, -23, 11, -2, 0
> CNc1cncc(-c2cccc(NS(C)(=O)=O)c2)n1
  -5, x, -0.5, -0.2, x, x, i, -8, 2
> NNC(=O)c1ccccc1-n1cccc1
  2, -0.8, 0.1, 0.1, 4, -3, -1.7, -7, -2
> CC(C)CSc1oc(-c2ccco2)nc1S(=O)(=O)c1ccccc1
  6, 0.3, 0.1, -0.3, 0, 1&-18, -0.2, -3, -2
> O=C(CN1C(=O)c2cccnc2Oc2ccc(Cl)cc21)N1CCCCCC1
  1, -0.2, -3.7, -2.1, 2, -16, -0.6, -2, -3
> C=CCNC(=S)NC1CC(C)(C)NC(C)(C)C1
  -6, -0.3, -0.3, -0.6, -2, -19, -0.2, 4, 0
> COCC1CCN(C(=O)c2ccc3oc(C(C)C)nc3c2)C1 (stereo not drawn)
  -9, x, 0.6, -1.1, x, x, -0.5, -4, -10
> COc1ccc(C(C)C)cc1S(=O)(=O)NC1CCCC1
  7, 0.0, 1.2, -0.7, 11, -9, -0.2, 2, -4
> CCn1c(SCC(=O)OC)nc2sc3c(c2c1=O)CC(C)(C)OC3
  3, -0.4, 0.7, -0.4, -3, 1, -0.8, 7, -6
> NC(COCc1ccccc1)c1csc(Nc2ccccn2)n1 (stereo not drawn)
  -3, x, 0.3, -0.6, x, x, -0.5, 4, 0
> CC12CC(NC(=O)N1CCc1ccccc1)c1ccccc1O2 (stereo not drawn)
  4, -1.2, x, -1.5, 8, 6, x, 7, -7
> O=C(c1cc2ccccc2cc1O)N1CCCC(C(F)(F)F)C1 (stereo not drawn)
  2, -0.5, 1.8, -1.3, 4, -9, i, -9, 8
> O=C(CN(C(=O)c1ccccc1)C(=O)c1ccccc1)OCc1ccccc1
  49, 0.0, 0.5, -0.4, x, -28, x, 1, -1
> CCNc1c(C(=O)O)ccc2c1C(=O)c1ccccc1C2=O
  -4, 1.2, x, 0.4, -3, -4, -0.1, -29, 0
> CCCC(NC(=O)c1ccccc1)c1nc2ccccc2n1Cc1ccc(C(=O)OC)o1 (stereo not drawn)
  12, 1.0, x, 0.6, -4, -12, i, 7, -4
> CCN(CC(=O)Nc1c(F)cccc1F)C(=O)C1CCN(S(=O)(=O)c2ccc(C)cc2C)CC1
  26, 0.4, 1.1, u, x, -9, -0.3, -3, u
> Cc1ccc(S(=O)(=O)N2CCC(=O)N(C(COCc3cccc(Cl)c3)Cc3ccccc3)CC2)cc1 (stereo not drawn)
  16, 3.1, x, 0.3, -2, -25, i, 2, -14
> Brc1ccc2c(c1)C(OC1CN3CCC1CC3)c1ccccc1CS2 (stereo not drawn)
  -3, -1.2, x, -0.1, 0, 19, -0.8, -12, -6
> Cc1ccc(C(=O)/C=C2\NCCNC2=O)cc1
  -1, 0.4, x, -0.7, 2, x, -0.6, -13, 2
> COc1ccc(S(=O)(=O)N2CCC3(CC2)OCCN3S(=O)(=O)c2cccs2)cc1
  4, 0.2, -1.5, u, x, -7, i, -4, u
> O=C(O)Cn1c(-c2ccccn2)nc2ccccc21
  -5, -1.2, 0.7, 0.5, 0, -27&-2, i, -5, -5
> COc1cccc(CN2CCN(C(=O)c3ccc(-c4ccccc4)cc3)CC2)c1
  -8, 1.4, 0.4, -0.1, -1, 11, i, 8, -1
> CCCCC#Cc1cncc(C(=O)N/N=C/c2cccc(OC)c2)c1
  -1, 1.7, -0.1, u, 2, i, 0.6, 7, -7

# Results in TcdB GH inh, Anthrax LF inh2 and Vc quorum ag (three entries from above):
mol | TcdB GH inh | Anthrax LF inh2 | Vc quorum ag
NNC(=O)c1ccccc1-n1cccc1 | 0.1 | -2 | -1.7
CC(C)CSc1oc(-c2ccco2)nc1S(=O)(=O)c1ccccc1 | 0.1 | -2 | -0.2
O=C(CN1C(=O)c2cccnc2Oc2ccc(Cl)cc21)N1CCCCCC1 | -3.7 | -3 | -0.6

# (list continues)
# Below each SMILES – Yp Topo-I inh, PfHsp40 yeast, TcdB GH inh, BoNT-A LC inh2, 3CLpro inhibitor, SSB-PriA inh, Vc quorum ag, PrPC TRFRET, Anthrax LF inh2
> COc1cc(/C(C)=N/NC(=O)CSc2nnc(C)s2)ccc1O
  3, 5.2, 11*, -0.2, -1, x, -0.3, 9, -6
> COc1cc(-c2cc(O)c(-c3ccc4ccccc4n3)c(=O)[nH]2)cc(OC)c1OC
  2, -2.6, 1.9, 3.5, x, -1, 5.6, 2, 11
> O=C(Nc1cccc(Cl)c1N1CCCC1)c1ccco1
  34, -1.1, 0.6, 3.4, 1, 9, -0.2, -3, -13
> NC(=O)c1cccc(Nc2nc(C(N)C3CCCCC3)cs2)n1 (stereo not drawn)
  6, x, 0.8, -0.2, x, x, -0.4, 14, -7
> CC(C)(c1ccccc1)c1ccc(OCC(O)CN2CCCC2)cc1 (stereo not drawn)
  0, -0.9, 0.1, -2.9, 0, 8, 0.0, -4, -5
> O=C(CN(c1ccc(F)cc1)S(=O)(=O)c1ccc2c(c1)OCCO2)NCc1ccccn1
  -1, 2.7, x, -0.2, 3, -4, 0.1, 1, -1
> CCOc1ccc2[nH]c(=O)c(C(c3nnnn3C3CCCCC3)N3CCN(CC)CC3)cc2c1 (stereo not drawn)
  -8, 0.1, x, u, -1, -12, i, -12, 2
> Cc1ccccc1C(=O)NNC(=S)NC(=O)c1cccs1
  -14, -1.9, 0.2, x, -2, 2, 0.0, -6, x
> O=C(CCc1nnc2ccc(NCc3ccco3)nn12)N1CCN(c2ccc(F)cc2)CC1
  35, -0.4, 0.5, 4.0, 5, 0, -0.1, -14, 7
> CN(C(=O)Nc1ccc(Cl)cc1)n1cnc2ccccc2c1=O
  1, x, 1.2, -0.6, 2, 3, i, -5, 4
> COc1ccc(CN2C(=O)C(CC(=O)NCCCN(C)C)CC(C(=O)N3CCOCC3)=C2C)cc1 (stereo not drawn)
  x, x, -0.5, -0.4, x, x, x, 14, 3
> O=C(NCC1CCCO1)/C(=C\c1cccs1)NC(=O)c1ccccc1 (stereo not drawn)
  1, 1.2, 0.3, -0.8, 3, -2, -0.2, -11, -2
> COc1ccccc1C(c1nnnn1CC1CCCO1)N1CCN(c2ccccc2)CC1 (stereo not drawn)
  -6, 0.7, 1.4, 0.0, -3, -3, -0.4, 2, -1
> Cc1cc(-c2ccccc2)nc(Oc2cccc(C(F)(F)F)c2)c1S(C)(=O)=O
  -5, -0.2, x, -0.5, 1, -4, i, 6, 2
> Cc1cc(C)cc(C(=O)N2CCCCCC2)c1
  -7, 0.5, x, -0.7, -2, 4, -6.0, 11, -1
> O=C(CCS(=O)(=O)c1ccccc1)NNC(=O)CSc1ccccc1F
  2, -0.8, 0.3, -0.1, x, -8, 0.5, -4, 1
> COc1ccc(NC(=S)N2CCNC(=O)C2CC(=O)Nc2ccc(C)cc2)cc1 (stereo not drawn)
  -9, -0.4, 1.5, -0.8, 2, 2, 0.8, -1, -1
> O=C(Nc1ccc(-n2nncc2-c2ccco2)cc1)c1cccc(F)c1
  6, -0.8, x, -1.0, -3, -1, -0.9, -4, -5
> CCOC(=O)CCc1c(C)c2ccc(OCc3nn[nH]n3)cc2oc1=O
  4, 0.7, x, -0.2, -3, -2, i, 5, 1
> O=C1NC(=O)C(=Cc2ccsc2)C(=O)N1
  8, -0.1, 0.5, 0.3, -4, -9, -0.4, -1, 0
> NC(=O)CSc1oc(-c2ccco2)nc1S(=O)(=O)c1ccc(Br)cc1
  8, -1.0, x, -5.4, -7, 3, -1.3, x, -11
> CC(C)(C)NC(=O)CCN1CCOCC1
  -11, -0.2, x, 0.3, 3, 3, -0.2, -4, 10
> COc1ccccc1C(=O)NNC(=O)c1ccc(F)cc1
  0, 0.0, 0.8, -0.4, 2, -2, -0.2, -1, -1
> C=CCn1c(SCC(=O)Nc2sc3c(c2C#N)CCC3)nnc1C1COc2ccccc2O1 (stereo not drawn)
  31, 0.6, x, 1.0, 4, -3, -0.6, 5, 0
> O=C(NCC(c1cccs1)N1CCOCC1)c1ccc(OCc2ccccc2)cc1 (stereo not drawn)
  19, 0.6, 0.6, x, x, 5, 0.3, -3, x
> O=C(CSc1nnc(CNC(=O)c2cccs2)o1)Nc1ccc(Br)cc1
  2, -0.1, 1.2, -0.4, 4, -4, -0.5, 9, 1
> CCc1cc(C(=O)Nc2ncccc2O)sc1C
  -1, 0.6, 2.1, 3.5, -4, 8, -1.6, -2, -2
> COC(=O)CSc1nc2ccccc2c(=O)n1C
  -1, -1.5, x, 0.2, -4, -24, -0.2, 9, -4
> CC(=C\c1ccccc1)/C=C1/SC(=S)N(C(C(=O)O)C(C)C)C1=O (stereo not drawn)
  2, 7.0, -4.2, -1.1, -1, -4, i, 12, -2
> COc1ccc(/C=C/C(=O)N(C)c2ccccc2C(=O)O)cc1
  -7, -0.5, -3.3, -0.3, 0, -9, -0.6, -12, -3
> Cc1ccccc1C(=O)OC(C)CN1CCN(C)CC1 (stereo not drawn)
  8, 0.4, -0.3, -0.8, 2, -1, i, -4, 1
> COc1ccc(S(=O)(=O)N2CCOC2CNC(=O)C(=O)NCc2ccc(F)cc2)cc1OC (stereo not drawn)
  3, 0.5, 1.1, -1.9, 3, 7, i, 5, -4
> COc1ccc(C(=O)NCc2nnc(SCC(=O)N3CCCCC3)o2)cc1OC
  1, -1.4, x, 0.5, 0, -17, -10, -5, 1
> O=C(CCNC(=O)c1ccccc1)NCCCc1ccccc1
  9, -1.6, 1.2, 0.4, x, 6, -5.9, -4, -2
> CC12CCC(=O)N1C(C(=O)N1CCN(c3ccc([N+](=O)[O-])cc3)CC1)CS2 (stereo not drawn)
  2, -0.2, 0.0, -1.1, x, -1, x, -28, -11
> O=C(Nc1cc(C(F)(F)F)ccc1N1CCOCC1)c1cn2ccccc2n1
  -1, -0.6, x, -0.2, 2, -13, -0.6, 4, -5
> OC[C@@H]1CN(Cc2ccccc2)C[C@H](n2cnc3c(N4CCOCC4)ncnc32)O1
  -2, x, -0.1, -0.2, x, x, -0.3, 2, -2
> O=C(c1ccccc1)N1CCCCC(Sc2nnc3ccccn23)C1=O (stereo not drawn)
  0, 0.8, 1.0, -1.1, -2, -7, -0.3, 4, 1
> O=C(CN1CCOCC1)Nc1ccccc1Sc1ccc(Cl)cc1
  44, 1.0, 3.7, -0.6, -2, -14, -0.4, -1, 0
> COc1ccc(N2CCN(c3ncnc4scc(-c5ccccc5)c34)CC2)cc1
  37, 3.4, 0.7, -2.4, 5, 46*, i, -6, -9
> Cc1nn(-c2cc(N3CCCC3)ccc2[N+](=O)[O-])c(=O)c2ccccc12
  4, -0.3, x, x, -3, -8, i, -9, x
> O=C1NCCCN1Cc1ccc(F)cc1Cl
  2, 0.5, x, 12, 0, -9, i, 0, 0

# Some of the compounds tested; the hit share may differ from the screen's.
